# GAA inhib: alpha-glucosidase (human) inhibition. P10253. purified human GAA, 4-MU-alpha-glucoside fluorescence. Potency, µM (series often up to 76.9 µM), for the others: top-dose activity change, negative = inhibition, actives largely listed as inhibitors. 0.005% of 200,000 active. AID 1466;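 also: plate controls were uninhibited enzyme wells for no effect and no-enzyme background for full effect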
#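 Fluorescence at Ex 365/Em 440 nm from 4-methylumbelliferone reported enzyme activity after 20 min at room temperature. Reactions used 4 nM enzyme and 400 uM substrate at pH 5.0; curves fitted with the Hill equation.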
# Tau fluor cs: counter-screen for tau fibril formation inhibitors; tau K18 P301L Alexa594 fluorescence, heparin fibrillization; Potency, µM (titrated, usually from 57.7 µM), for inactives: top-dose activity change, negative = decrease; 0.93% of 280,000 active; also: % is scaled to controls: 0 for no effect and ±100 for the full control effect; nearly all actives have a fitted effect of over 55% in size
#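 Human tau K18 P301L (15 uM unlabeled, 0.24 uM Alexa 594-labeled) in 100 mM sodium acetate pH 7 with 20 uM heparin, 6 hr at 37 C. ThT 30 uM added, 1 hr ambient; Alexa 594 FP and total fluorescence read at 555/632 nm.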
# GLA spleen mod: inhibits or activates alpha-galactosidase in human spleen homogenate; P06280; human spleen homogenate, 4MU-alpha-Gal fluorescence, 40 min; Potency, µM (highest dose often 80 µM), inactives show at the highest dose activity change, negative = inhibition, most hits filed as inhibitors; 0.008% of 240,000 active;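 also: 0% = enzyme with vehicle and -100% = no enzyme basal signal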
# Target sequence (P06280 32-429 limits assumed): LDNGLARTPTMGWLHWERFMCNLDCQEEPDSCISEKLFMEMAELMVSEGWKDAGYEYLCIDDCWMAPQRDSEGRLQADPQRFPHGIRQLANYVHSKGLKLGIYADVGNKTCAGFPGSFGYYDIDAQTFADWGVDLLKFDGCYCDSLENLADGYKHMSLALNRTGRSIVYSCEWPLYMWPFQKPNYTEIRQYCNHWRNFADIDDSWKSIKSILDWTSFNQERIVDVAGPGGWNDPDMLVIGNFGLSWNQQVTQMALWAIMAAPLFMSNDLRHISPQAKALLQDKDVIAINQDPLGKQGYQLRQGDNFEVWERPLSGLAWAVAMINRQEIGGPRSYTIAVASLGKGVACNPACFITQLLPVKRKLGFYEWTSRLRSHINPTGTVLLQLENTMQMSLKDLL
#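 qHTS titration in buffer at pH 5.0. Alpha-galactosidase activity in spleen homogenate was measured via 4-methylumbelliferone release from 1 mM fluorogenic substrate after 40 min at 37C and a pH 10 stop. AC50 came from Hill fits of control-normalized data.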
# aGlu spleen mod: lysosomal alpha-glucosidase (human) modulation. P10253. human spleen homogenate, 4-MU-alpha-glucoside fluorescence. Potency, µM (titrated, usually from 79.9 µM), for the others: at the top dose activity change, negative = inhibition, actives largely listed as inhibitors. 0.006% of 240,000 active. AID 2112;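 also: 0% = enzyme with vehicle and -100% = no enzyme basal signal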
#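 Enzyme source: human spleen homogenate, 1 ug/well. Buffer 50 mM citric acid/K phosphate pH 5.0, 0.01% Tween-20. 4-MU-alpha-glucoside 1 mM; 37 C x 40 min; NaOH/glycine stop; fluorescence.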
# Tau ThT inhib: inhibitors of human tau fibril formation, thioflavin T binding. P10636. recombinant tau K18 P301L, heparin-induced fibrillization, ThT fluorescence. Potency, µM (series often up to 57.4 µM), without a hit: at the highest dose activity, negative = inhibition, most hits filed as inhibitors. 2.1% of 270,000 active; also: % is scaled to controls: 0 for no effect and ±100 for the full control effect; nearly all actives have a fitted effect of over 55% in size
# Target sequence (P10636 561-689 P618L limits assumed): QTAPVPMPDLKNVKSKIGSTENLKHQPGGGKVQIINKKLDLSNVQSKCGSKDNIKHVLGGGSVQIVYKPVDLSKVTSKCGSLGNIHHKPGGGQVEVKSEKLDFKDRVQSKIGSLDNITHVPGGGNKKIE
#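 Using a mix of unlabeled (15 uM) and Alexa 594-labeled (0.24 uM) tau K18 P301L, heparin-triggered fibrillization over 6 hr at 37 C was scored by ThT fluorescence.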
# GAA glycogen: GAA glycogen-cleavage inhibition or activation | P10253 | recombinant GAA, glycogen substrate, Amplex Red glucose oxidase fluorescence | Potency, µM (top dose mostly 76.4 µM), inactives show at the highest dose activity change, negative = inhibition, hits mostly inhibitors | 0.38% of 300,000 active;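 also: 0% = full enzyme reaction and -100% = no-enzyme basal signal; the screen sought inhibitors and activators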
#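 qHTS, 1536-well; enzyme 4 nM final; cpd up to 77 uM; substrate bovine liver glycogen 30 ug; 50 mM citrate/phosphate pH 5.0, 0.01% Tween-20; 37 C, 40 min; Amplex Red detection 45 min RT; Hill fit → AC50.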
# HTT cytoprotect: Huntington cell model cytoprotection by ATP luminescence. Potency, µM (doses to about 56.4 µM), for inactives: cytoprotection (ATP increase), actives largely listed as activators. PC12 HTT-Q103 induced, cytoprotection, ATP luminescence, 40 h. 0.14% of 230,000 active. AID 1471;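 also: % of control where 0% means no effect; nearly all actives have a fitted effect of over 45% in size; toxic huntingtin expression switched on by the ecdysone agonist tebufenozide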
#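 Compounds added alongside 100 nM tebufenozide, which induces toxic Q103 huntingtin exon 1-GFP in stable PC12 cells; surviving cells quantified by luminescent ATP measurement. Medium: phenol red-free DMEM, 5% equine and 5% calf serum.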
# Tau fibril FP: tau fibrillization inhibition (FP) | P10636 | K18 P301L tau heparin fibrillization, Alexa594 FP, 6 h | Potency, µM (highest dose often 57.7 µM), for inactives: at the top dose activity, negative = inhibition, most hits filed as inhibitors | 0.39% of 280,000 active; also: % is scaled to controls: 0 for no effect and ±100 for the full control effect; nearly all actives have a fitted effect of over 55% in size
#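 Human K18 P301L fragment (15 uM unlabeled plus 0.24 uM Alexa 594-labeled) in 100 mM sodium acetate pH 7 with compound, aggregation induced by 20 uM heparin for 6 hr at 37 C. ThT (30 uM) added for 1 hr, then Alexa 594 FP read.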
# An asterisk follows results filed as active; ? = inconclusive; . = no result given; & = joins results of further samples; [ ] = dose if it differs, or a comment. Calls follow the shape of the dose curve; as a rule, active = well fitted curve in the direction sought with a large enough effect; inconclusive = small, poorly fitted or top-dose-only effect, or another doubt; inactive = no such curve, though single readings can be large; an effect the other way counts as inactive or inconclusive. Potency is read from the fitted curve at half-maximal effect. Rows are unselected. Share with any hit: about 3.3%.
cpd	Molecule	GAA inhib	Tau fluor cs	GLA spleen mod	aGlu spleen mod
1	COc1ccc(-c2noc(-c3ccc(N4CCC(C)CC4)c([N+](=O)[O-])c3)n2)cc1OC	.	-14%	.	.
2	O=S(=O)([O-])CCC[n+]1c(SCCCS(=O)(=O)O)sc2ccc(Cl)cc21	4%	-11%	0%	-4%
3	O=C(Cn1nnc2ccccc2c1=O)NCCc1ccc(Cl)cc1Cl	3%	0%	0%	0%
4	CC(C)Cc1cc(C(=O)N2CCC(N3CCC(C(=O)NC4CC4)CC3)CC2)n[nH]1	5%	5%	0%	1%
5	Cc1ccnc(NC(=O)C23CC4CC(CC(C4)C2)C3)c1	-2%	1%	10%	-23%
6	CCOc1ccc(C(=O)NCCn2cc(SCC(=O)Nc3ccc4c(c3)OCCO4)c3ccccc32)cc1	.	?	.	.
7	CCOc1ccc(Cl)cc1CSc1n[nH]c(CC)n1	-3%	-14%	-1%	-3%
8	C/C(=N\NC(=O)c1cc(C(C)(C)C)[nH]n1)C12CC3CC(CC(C3)C1)C2	4%	-11%	-9%	2%
9	Cc1cc(C)cc(OCC(=O)NCC2(N(C)C)CCCCC2)c1	.	4%	.	.
10	CCN1CCN(C(=S)Nc2ccc3nc(N4CCN(CC)CC4)cc(C)c3c2)CC1	4%	?	9%	8%
11	Cc1cc(NC(=O)COC(=O)c2cc(S(=O)(=O)N3CCOCC3)ccc2N2CCCCC2)no1	-3%	-15%	3%	-29%
12	CCn1nnnc1SCC(=O)Nc1ccc2c(c1)OCO2	2%	-8%	2%	3%
13	CC(C)OC(=O)[C@@H]1CC[C@H](C)[C@@H](CCCC=O)O1	.	-3%	-6%	-5%
14	Cc1ccc(CN(CC(=O)NCCc2ccccc2)C(=O)CCCC(=O)Nc2cc(C)on2)cc1	-5%	0%	-4%	-6%
15	COc1ccc(N(CC(=O)NCCSCc2ccco2)S(=O)(=O)c2ccc(C)cc2)cc1	-2%	-17%	10%	3%

cpd	Tau ThT inhib	GAA glycogen	HTT cytoprotect	Tau fibril FP
1	?	-4%[76.3 µM]	.	3%
2	?	-1%	20%[10 µM]	?
3	-1%	-3%	17%[10 µM]	-5%
4	3%	8%	12%[10 µM]	-6%[2.34 µM]
5	0%	1%	-7%	1%
6	?	1%[76.3 µM]	.	-17%
7	-16%	-2%	-12%[0.074 µM]	-7%
8	1%	-10%	-19%[10 µM]	-10%
9	6%	-3%[76.3 µM]	.	5%
10	?	?	31%[10 µM]	?
11	-7%	6%	-19%	-9%
12	-13%	3%	13%[10 µM]	-4%
13	3%	.	.	-4%
14	-6%	2%	-2%	3%
15	-16%	-10%	5%[10 µM]	10%

# (list continues)
cpd	Molecule	GAA inhib	Tau fluor cs	GLA spleen mod	aGlu spleen mod
16	CNC(=S)N/N=C/c1ccc(N2CCOCC2)s1	-1%	-22%	-4%	4%
17	CC(=O)Nc1ccccc1NC(=O)c1ccc(C)c(C)c1	3%	6%	-2%	-11%
18	COC(=O)C1=NNC(C(=O)c2ccco2)C1c1ccccc1 (configuration not stated)	1%	-8%	-2%	-12%
19	O=C(c1ccccc1)c1ccccc1C(=O)c1ccccc1	.	-7%	4%	2%
20	Cc1cnc(NC(=O)CN2CCN(c3ccccn3)CC2)s1	6%	6%	4%	4%
21	CC(Nc1nc(N2CCCCC2)nc2ccccc12)c1ccccc1 (configuration not stated)	?	-26%	6%	0%
22	CCOC(=O)CNC(=O)C1c2ccccc2C(=O)N(c2ccc(OC)cc2)C1c1ccc(OC)cc1 (configuration not stated)	-5%	-7%	0%	-4%
23	COc1ccc(-n2c(=S)[nH]c(=O)c3cccnc32)cc1	.	-6%	1%	-6%
24	O=C(CSc1nnc(Cc2ccccc2)o1)c1ccc(F)cc1	.	-6%	-7%	0%
25	C=C[C@@H](C1=CC(=O)C(OC)=C(OC)C1=O)c1ccccc1	.	?	-11%	-1%
26	CN(C)S(=O)(=O)c1cccc(NC(=O)COC(=O)/C=C/c2ccco2)c1	-1%	-5%	4%	2%
27	CCCOc1ccc(-c2nn(-c3ccccc3)cc2/C=C2\SC(=S)N(C3CCS(=O)(=O)C3)C2=O)cc1 (configuration not stated)	-2%	-9%	-8%	-1%
28	CCn1c(C)c(C2=CCN(S(=O)(=O)c3ccc(C)cc3)CC2)c2ccccc21	-4%	-30%	-4%	-7%
29	CC(=O)/C(=N/Nc1cccc(Cl)c1)Sc1nnc(C(O)c2ccccc2)n1-c1ccccc1 (configuration not stated)	1%	-11%	-1%	-1%
30	O=C(Nc1ccc2cn[nH]c2c1)c1c(Cl)cccc1Cl	-1%	-11%	-2%	0%

cpd	Tau ThT inhib	GAA glycogen	HTT cytoprotect	Tau fibril FP
16	18µM*	?	-11%[10 µM]	?
17	10%	-8%	-20%	-12%
18	-9%	-6%	-4%	-3%
19	1%	-1%&3%	13%[10 µM]	-8%
20	3%	9%	-49%[inhibitor]	-3%
21	-15%	-3%	6%[10 µM]	4%
22	2%	-4%	4%	-2%
23	-6%	-12%	8%[10 µM]	7%
24	0%	3%	2%[10 µM]	-2%
25	28µM*	.	?	?
26	-4%	11%	11%[10 µM]	-7%
27	-8%	3%	4%	6%
28	?	3%	12%[10 µM]	11%
29	-11%	2%	-5%[10 µM]	1%
30	-11%	-10%	8%[10 µM]	-5%

# More results follow:
cpd	Molecule	GAA inhib	Tau fluor cs	GLA spleen mod	aGlu spleen mod
31	C=CCc1cc(/C=N/n2cnnc2)cc(OCC)c1O	-2%	-11%	0%	-18%
32	Cc1cccc(OC(=O)c2sc(Cl)nc2C)c1	-10%	-6%	-2%	-8%
33	Cc1cc(SCC(=O)c2ccc(O)c(O)c2)nc2ccccc12	-2%	28µM*[quencher]	5%	5%
34	CCCCC(=O)Nc1c(O)c2ccccc2[nH]c1=O	-11%	5%	9%	-2%
35	O=C(Nc1cccnc1)C1COc2ccccc2O1 (configuration not stated)	6%	-8%	10%	-5%
36	COC(=O)c1ccc(C(=O)OC)c(NC(=O)CSCc2ccccc2Br)c1	2%	-13%	-12%	-19%
37	CC(C)CCn1c(=S)[nH]c2ncccc2c1=O	5%	0%	-19%	0%
38	CCCCCC(=O)Nc1cc2[nH]c(=O)cc(COC)c2cc1C	-3%	-1%	5%	-8%
39	Cc1cccc(CSc2nnc(-c3cnccn3)n2C)c1	.	6%	3%	1%
40	CCOC(=O)c1c(N)sc2c(OC)c(Br)ccc12	-6%	25µM*[quencher]	2%	-3%
41	Cc1ccc(/C=C/C(=O)c2c(C)nc3ccccn23)cc1	-4%	-2%	-4%	-9%
42	c1ccc(-n2ncc3c(N4CCN(CCOc5cccc6ccccc56)CC4)ncnc32)cc1	-4%	-29%	-7%	1%

cpd	Tau ThT inhib	GAA glycogen	HTT cytoprotect	Tau fibril FP
31	-14%	5%	-1%	0%
32	-9%	-6%	.	4%
33	?	4.4µM*	-7%[10 µM]	-6%
34	-1%	-14%	-8%[10 µM]	-6%
35	-3%	-5%	-9%	-4%
36	-16%	2%	29%[10 µM]	4%
37	1%	15%	-19%	-6%
38	-8%	12%	-16%	0%
39	3%	6%	-12%[10 µM]	-2%
40	?	-7%	-16%	6%
41	-17%	-7%	-50%[inhibitor]	6%
42	-19%	-12%	3%	?

# Among those listed so far, 6 have a Cl atom.
cpd	Molecule	GAA inhib	Tau fluor cs	GLA spleen mod	aGlu spleen mod
2	O=S(=O)([O-])CCC[n+]1c(SCCCS(=O)(=O)O)sc2ccc(Cl)cc21	4%	-11%	0%	-4%
3	O=C(Cn1nnc2ccccc2c1=O)NCCc1ccc(Cl)cc1Cl	3%	0%	0%	0%
7	CCOc1ccc(Cl)cc1CSc1n[nH]c(CC)n1	-3%	-14%	-1%	-3%
29	CC(=O)/C(=N/Nc1cccc(Cl)c1)Sc1nnc(C(O)c2ccccc2)n1-c1ccccc1 (configuration not stated)	1%	-11%	-1%	-1%
30	O=C(Nc1ccc2cn[nH]c2c1)c1c(Cl)cccc1Cl	-1%	-11%	-2%	0%
32	Cc1cccc(OC(=O)c2sc(Cl)nc2C)c1	-10%	-6%	-2%	-8%

cpd	Tau ThT inhib	GAA glycogen	HTT cytoprotect	Tau fibril FP
2	?	-1%	20%[10 µM]	?
3	-1%	-3%	17%[10 µM]	-5%
7	-16%	-2%	-12%[0.074 µM]	-7%
29	-11%	2%	-5%[10 µM]	1%
30	-11%	-10%	8%[10 µM]	-5%
32	-9%	-6%	.	4%
